Screens (PubChem)
aGlu spleen mod: qHTS Assay for Inhibitors and Activators of Human alpha-Glucosidase From Spleen Homogenate | human spleen homogenate, 4-MU-alpha-glucoside fluorescence | 240,000 tested, 0.006% active | Lysosomal alpha-glucosidase (Homo sapiens), P10253 | Potency, µM (doses to about 79.9 µM), for inactives: top-dose activity change, negative = inhibition, most hits filed as inhibitors | AID 2112, 2009;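 note: 0% = enzyme with vehicle and -100% = no enzyme basal signal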
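Human spleen homogenate (1 ug) with 4-methylumbelliferyl-alpha-D-glucopyranoside (1 mM final) in 50 mM citrate/phosphate pH 5.0, 0.01% Tween-20; 40 min at 37 C. Stopped at pH 10; 4-MU fluorescence Ex 365/Em 440 nm; AC50 by Hill fit.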
GAA inhib: qHTS Assay for Inhibitors of Human alpha-Glucosidase as a Potential Chaperone Treatment of Pompe Disease; Lysosomal alpha-glucosidase (Homo sapiens), P10253; Potency, µM (highest dose often 76.9 µM), for the others: top-dose activity change, negative = inhibition, most hits filed as inhibitors; 200,000 tested, 0.005% active; purified human GAA, 4-MU-alpha-glucoside fluorescence;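 note: plate controls were uninhibited enzyme wells for no effect and no-enzyme background for full effect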
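Endpoint fluorogenic read: 20 min room-temperature reaction of 4 nM human alpha-glucosidase with 400 uM 4-methylumbelliferyl-alpha-D-pyranoside, pH 5.0, quenched with 1M NaOH/1M glycine pH 10. AC50 from Hill modeling.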
GoLoco inh red: qHTS Assay for Inhibitors of RGS12 GoLoco Motif Activity (Red Fluorophore); Guanine nucleotide-binding protein G(i) subunit alpha-1 (Homo sapiens), P63096; Potency, µM (top dose mostly 61.6 µM), inactives show top-dose activity, negative = inhibition, most hits filed as inhibitors; Gai1:RGS12 GoLoco peptide FP, rhodamine, 10 min; 230,000 tested, 0.44% active; active = well fitted inhibition curve with a large enough effect, not every such curve was filed as active; inactive = no such curve, though single readings can be large or run the other way; note: % is set by controls: 0 for no effect and ±100 for the full control effect; nearly all actives have a fitted effect of over 30% in size; many of its hits are not listed in these tables
Target sequence (P63096 whole entry, looked up): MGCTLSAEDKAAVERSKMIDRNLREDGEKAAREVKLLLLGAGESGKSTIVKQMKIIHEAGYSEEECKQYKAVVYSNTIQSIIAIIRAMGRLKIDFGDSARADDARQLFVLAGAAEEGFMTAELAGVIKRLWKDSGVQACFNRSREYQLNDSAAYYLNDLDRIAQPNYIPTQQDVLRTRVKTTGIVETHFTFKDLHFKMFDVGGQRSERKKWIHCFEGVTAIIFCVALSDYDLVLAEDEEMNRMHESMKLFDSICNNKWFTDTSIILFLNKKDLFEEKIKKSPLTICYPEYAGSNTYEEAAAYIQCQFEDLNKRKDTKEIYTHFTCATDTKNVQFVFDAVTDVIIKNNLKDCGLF
GLA spleen mod: qHTS Assay for Inhibitors and Activators of Human alpha-Galactosidase From Spleen Homogenate | Alpha-galactosidase A (Homo sapiens), P06280 | human spleen homogenate, 4MU-alpha-Gal fluorescence, 40 min | Potency, µM (titrated, usually from 80 µM), for inactives: top-dose activity change, negative = inhibition, actives largely listed as inhibitors | 240,000 tested, 0.008% active;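 note: 0% = enzyme with vehicle and -100% = no enzyme basal signal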
Target sequence (P06280 32-429 limits assumed): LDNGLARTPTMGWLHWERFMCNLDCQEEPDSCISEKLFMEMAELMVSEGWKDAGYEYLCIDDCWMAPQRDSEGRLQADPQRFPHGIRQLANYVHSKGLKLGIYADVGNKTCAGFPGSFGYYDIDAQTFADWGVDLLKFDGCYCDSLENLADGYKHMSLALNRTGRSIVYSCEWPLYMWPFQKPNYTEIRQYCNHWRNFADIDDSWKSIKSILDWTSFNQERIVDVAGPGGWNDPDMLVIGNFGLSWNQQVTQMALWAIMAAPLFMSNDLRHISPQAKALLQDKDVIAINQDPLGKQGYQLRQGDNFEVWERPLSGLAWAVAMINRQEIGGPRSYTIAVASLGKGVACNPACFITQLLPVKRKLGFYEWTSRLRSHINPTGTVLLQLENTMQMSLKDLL
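Human spleen homogenate (1 ug) as enzyme source, 4-methylumbelliferyl-alpha-D-galactopyranoside 1 mM final, citrate/phosphate pH 5.0 with 0.01% Tween-20. Compounds 40 min at 37C, NaOH/glycine stop; fluorescence Ex 365/Em 440, Hill-fit AC50.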
JMJD2E inh: qHTS Assay for Inhibitors of Human Jumonji Domain Containing 2E (JMJD2E); JMJD2E catalytic domain, FDH-coupled NADH fluorescence (FDH is formaldehyde dehydrogenase); Potency, µM (series often up to 57.1 µM), inactives show at the highest dose activity change, negative = inhibition, actives largely listed as inhibitors; 230,000 tested, 1.6% active; active = well fitted inhibition curve with a large enough effect, not every such curve was filed as active; inconclusive = small, poorly fitted or top-dose-only effect, or another doubt; inactive = no such curve, though single readings can be large or run the other way;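 note: 0% = wells with enzyme and -100% = buffer wells without enzyme; nearly all actives have a fitted effect of over 50% in size; many of its hits are not listed in these tables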
Target sequence (B2RXH2 1-337 limits assumed): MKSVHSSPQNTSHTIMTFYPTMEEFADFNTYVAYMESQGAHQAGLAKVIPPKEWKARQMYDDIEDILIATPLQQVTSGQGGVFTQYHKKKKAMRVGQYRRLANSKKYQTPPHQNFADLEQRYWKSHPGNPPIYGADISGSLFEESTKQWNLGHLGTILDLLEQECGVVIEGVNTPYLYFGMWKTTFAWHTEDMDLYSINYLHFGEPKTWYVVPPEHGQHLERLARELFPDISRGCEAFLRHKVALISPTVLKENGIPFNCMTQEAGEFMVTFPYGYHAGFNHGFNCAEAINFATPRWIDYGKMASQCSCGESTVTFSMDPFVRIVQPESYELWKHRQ
GAA glycogen: qHTS Assay for Inhibitors and Activators of Human alpha-Glucosidase Cleavage of Glycogen; recombinant GAA, glycogen substrate, Amplex Red glucose oxidase fluorescence; Potency, µM (series often up to 76.4 µM), for inactives: top-dose activity change, negative = inhibition, hits mostly inhibitors; 300,000 tested, 0.38% active;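 note: 0% = full enzyme reaction and -100% = no-enzyme basal signal; the screen sought inhibitors and activators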
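Recombinant human enzyme (4 nM); glycogen substrate; 37 C, 40 min, pH 5.0. Readout: coupled glucose oxidase/Amplex Red fluorescence.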
ALDH1A1 inh: qHTS Assay for Inhibitors of Aldehyde Dehydrogenase 1 (ALDH1A1); Aldehyde dehydrogenase 1A1 (Homo sapiens), P00352; Purified ALDH1A1, NADH fluorescence, propionaldehyde substrate; Potency, µM (doses to about 75.3 µM), inactives show top-dose activity, negative = inhibition, usual class: inhibitors; 220,000 tested, 7.3% active; AID 1030, 2008; active = well fitted inhibition curve with a large enough effect, not every such curve was filed as active; inconclusive = small, poorly fitted or top-dose-only effect, or another doubt; inactive = no such curve, though single readings can be large or run the other way;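 note: plate controls were no enzyme wells and a reference inhibitor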
SMN2 splice up: qHTS Assay for Enhancers of SMN2 Splice Variant Expression. HEK293 SMN2-luciferase splicing reporter, luminescence, 30-36 h. Potency, µM (doses to about 46.1 µM), for inactives: at the top dose activity change, positive = activation, most hits filed as activators. 210,000 tested, 2.8% active. AID 1458, 2008; note: % of control where 0% means no effect; nearly all actives have a fitted effect of over 55% in size
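HEK293 cells carry an SMN2 minigene-luciferase reporter in which exon 7 inclusion puts luciferase in frame. Cells were seeded at 2000 cells/well, attached for 10-12 hours, then exposed to compounds for 30-36 hours at 37C before ONE-Glo luminescence.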
Active calls of the source: *; & = joins results of further samples; [ ] = dose if it differs, or a comment. Unless noted, calls come from the whole dose curve; as a rule, active = well fitted curve in the direction sought with a large enough effect; inconclusive = small, poorly fitted or top-dose-only effect, or another doubt; inactive = no such curve, though single readings can be large; an effect the other way counts as inactive or inconclusive. Potency is the fitted concentration of half-maximal effect. The list is partial; the hit share may differ from the screen's.

What do the screens show for `COc1ccccc1-n1cc(C(=O)NCC(=O)N2CCN(c3ccccn3)CC2)c2ccccc2c1=O`?
aGlu spleen mod: 3%; GoLoco inh red: 8%; GLA spleen mod: -1%; JMJD2E inh: -15%; GAA glycogen: 5%

Results for COc1ccc(NCc2cc3cc(OC)ccc3[nH]c2=O)cc1 ?
aGlu spleen mod: -1%; GAA inhib: 5%; GoLoco inh red: -1%; GLA spleen mod: 3%; JMJD2E inh: inconclusive; GAA glycogen: inconclusive; ALDH1A1 inh: 8.9µM*; SMN2 splice up: -47%[inhibitor]

Results for CCOCCCNCc1cc(Cl)ccc1OCC ?
aGlu spleen mod: 0%; GAA inhib: 4%; GoLoco inh red: 16%; GLA spleen mod: 2%; JMJD2E inh: -2%; GAA glycogen: -1%; ALDH1A1 inh: 16%; SMN2 splice up: -6%

What do the screens show for `Clc1ccccc1CN1CCN(/N=C/c2ccncc2)CC1`?
aGlu spleen mod: -6%; GAA inhib: 7%; GoLoco inh red: -2%; GLA spleen mod: -2%; JMJD2E inh: -8%; GAA glycogen: -3%; ALDH1A1 inh: inconclusive

Results for Cc1ccn2cc(CSc3ccccc3N)nc2c1 ?
aGlu spleen mod: -10%; GAA inhib: 0%; GoLoco inh red: -1%; GLA spleen mod: -3%; JMJD2E inh: 2%; GAA glycogen: -1%; ALDH1A1 inh: 4%; SMN2 splice up: inconclusive

Results for Cc1noc(C)c1COC(=O)c1cccc(N(C)C)c1 ?
aGlu spleen mod: 7%; GAA inhib: -2%; GoLoco inh red: 6%; GLA spleen mod: 2%; JMJD2E inh: inconclusive; GAA glycogen: 0%; ALDH1A1 inh: -2%; SMN2 splice up: -17%

Results for CCN(CC)S(=O)(=O)c1ccc2c(c1)nc(CCC(=O)OCC(=O)Nc1cc(Cl)cc(Cl)c1)n2C ?
aGlu spleen mod: -1%; GAA inhib: -13%; GoLoco inh red: 0%; GLA spleen mod: -1%; JMJD2E inh: 11%; GAA glycogen: -3%; ALDH1A1 inh: inconclusive; SMN2 splice up: 3%[1.84 µM]

What do the screens show for `N#Cc1ccc(Oc2ccc(C(F)(F)F)cc2NC(=O)c2ccc(F)cc2)cc1`?
aGlu spleen mod: -5%; GAA inhib: -1%; GoLoco inh red: 2%; GLA spleen mod: -1%; JMJD2E inh: -11%; GAA glycogen: -1%; ALDH1A1 inh: 0%

How did O=C(NCc1cccnc1)Nc1ccc2c(c1)OCO2 do in these assays?
aGlu spleen mod: 5%; GAA inhib: -1%; GoLoco inh red: -6%; GLA spleen mod: -5%; JMJD2E inh: 3%; GAA glycogen: 10%; ALDH1A1 inh: 2%; SMN2 splice up: 26%

How did COc1ccc(C(CCN2CCCC(C)C2)c2c(OC)cc(OC)c3c(C)cc(=O)oc23)cc1 (configuration not stated) do in these assays?
aGlu spleen mod: 0%&-4%; GoLoco inh red: 6%; GLA spleen mod: 5%&-12%; JMJD2E inh: inconclusive; GAA glycogen: 11%

What do the screens show for `COc1cccc(C(C)N(C)Cc2nc(-c3ccoc3)oc2C)c1` (configuration not stated)?
aGlu spleen mod: 11%; GAA inhib: 9%; GoLoco inh red: 17%; GLA spleen mod: 5%; JMJD2E inh: 10%; GAA glycogen: -7%; ALDH1A1 inh: 10%

How did CCOc1ccc(-c2cc(C)n3nc(C(N)=O)cc3n2)cc1 do in these assays?
aGlu spleen mod: -3%; GAA inhib: 6%; GoLoco inh red: 16%; GLA spleen mod: 5%; JMJD2E inh: inconclusive; GAA glycogen: -5%; ALDH1A1 inh: inconclusive; SMN2 splice up: -6%

Results for Cc1ccc2c(c1)c1c(n2CC(O)CNC(CO)(CO)CO)CCCC1 (configuration not stated) ?
aGlu spleen mod: -1%; GAA inhib: -7%; GoLoco inh red: 1%; GLA spleen mod: -5%; JMJD2E inh: inconclusive; GAA glycogen: 25%; ALDH1A1 inh: -1%; SMN2 splice up: -2%

Results for Cc1nn(Cc2cccc(C(N)=O)c2)c(C)c1Br ?
aGlu spleen mod: 2%; GAA inhib: -2%; GoLoco inh red: 2%; GLA spleen mod: -3%; JMJD2E inh: -10%; GAA glycogen: 4%; ALDH1A1 inh: 10%

What do the screens show for `CCOc1ccc(C(=O)NCCO)cc1`?
aGlu spleen mod: 2%; GAA inhib: -1%; GoLoco inh red: 4%; GLA spleen mod: -1%; JMJD2E inh: 0%; GAA glycogen: 22%; ALDH1A1 inh: 14%; SMN2 splice up: 4%

Ordered by number of heavy atoms (rising): 4 of the compounds above
Results for Cc1nn(Cc2cccc(C(N)=O)c2)c(C)c1Br ?
aGlu spleen mod: 2%; GAA inhib: -2%; GoLoco inh red: 2%; GLA spleen mod: -3%; JMJD2E inh: -10%; GAA glycogen: 4%; ALDH1A1 inh: 10%

How did CCOc1ccc(-c2cc(C)n3nc(C(N)=O)cc3n2)cc1 do in these assays?
aGlu spleen mod: -3%; GAA inhib: 6%; GoLoco inh red: 16%; GLA spleen mod: 5%; JMJD2E inh: inconclusive; GAA glycogen: -5%; ALDH1A1 inh: inconclusive; SMN2 splice up: -6%

Results for COc1ccc(NCc2cc3cc(OC)ccc3[nH]c2=O)cc1 ?
aGlu spleen mod: -1%; GAA inhib: 5%; GoLoco inh red: -1%; GLA spleen mod: 3%; JMJD2E inh: inconclusive; GAA glycogen: inconclusive; ALDH1A1 inh: 8.9µM*; SMN2 splice up: -47%[inhibitor]

Results for CCN(CC)S(=O)(=O)c1ccc2c(c1)nc(CCC(=O)OCC(=O)Nc1cc(Cl)cc(Cl)c1)n2C ?
aGlu spleen mod: -1%; GAA inhib: -13%; GoLoco inh red: 0%; GLA spleen mod: -1%; JMJD2E inh: 11%; GAA glycogen: -3%; ALDH1A1 inh: inconclusive; SMN2 splice up: 3%[1.84 µM]

More results follow.
How did COCCN(C(=O)CCc1nnc(CCc2c[nH]c3ccccc23)o1)C(C)C do in these assays?
aGlu spleen mod: -1%; GoLoco inh red: 1%; GLA spleen mod: 2%; JMJD2E inh: 6%; GAA glycogen: -7%; ALDH1A1 inh: 8%

How did Cc1cccc(Nc2nc(NCc3ccco3)nc(N)c2[N+](=O)[O-])c1 do in these assays?
aGlu spleen mod: -13%; GAA inhib: -8%; GoLoco inh red: 4%; GLA spleen mod: 9%; JMJD2E inh: -16%; GAA glycogen: -10%; ALDH1A1 inh: 11%

Results for C#Cc1ccc([C@@H]2C=C(C(=O)Nc3ccccc3)O[C@H](OCC)[C@H]2CCCO)cc1 ?
aGlu spleen mod: 0%; GoLoco inh red: 2%; GLA spleen mod: 5%; JMJD2E inh: -7%; GAA glycogen: -8%; ALDH1A1 inh: inconclusive

How did Cc1nccn1CCc1nc(N)nc(N)n1 do in these assays?
aGlu spleen mod: -11%; GAA inhib: 2%; GoLoco inh red: 5%; GLA spleen mod: -1%; JMJD2E inh: 0%; GAA glycogen: -3%; ALDH1A1 inh: 12%; SMN2 splice up: 16%

What do the screens show for `CCOC(=O)C1CCCN(CC(O)COc2cccc(C)c2)C1` (configuration not stated)?
aGlu spleen mod: -1%; GAA inhib: -3%; GoLoco inh red: -10%; GLA spleen mod: 4%; JMJD2E inh: -1%; GAA glycogen: -1%; ALDH1A1 inh: 7%; SMN2 splice up: -16%

Results for Cn1c(=O)c2[nH]c(N3CCOCC3)nc2n(-c2ccccc2)c1=O ?
aGlu spleen mod: -2%; GAA inhib: 7%; GoLoco inh red: 4%; GLA spleen mod: 2%; JMJD2E inh: 8%; GAA glycogen: 8%; ALDH1A1 inh: 6%

Results for Nc1ccc(-c2nc3ccc(-c4nc5ccccc5o4)cc3[nH]2)cc1 ?
aGlu spleen mod: inconclusive; GAA inhib: inconclusive; GoLoco inh red: 4%; GLA spleen mod: inconclusive; JMJD2E inh: inconclusive; GAA glycogen: 2%; ALDH1A1 inh: inconclusive; SMN2 splice up: 4%

Results for COc1ccccc1OCc1nnc(SCC(=O)c2cc(Cl)ccc2OC)o1 ?
aGlu spleen mod: -3%; GAA inhib: inconclusive; GoLoco inh red: -2%; GLA spleen mod: 2%; JMJD2E inh: -5%; GAA glycogen: -8%; ALDH1A1 inh: -5%; SMN2 splice up: -14%

What do the screens show for `CC1(CCl)N([O-])C2=C(CCCC2)[N+]1=O` (configuration not stated)?
aGlu spleen mod: 1%; GoLoco inh red: -12%; GLA spleen mod: -2%; JMJD2E inh: inconclusive; GAA glycogen: -7%

How did CCC(=O)Nc1ccc(Nc2ccccc2)cc1 do in these assays?
aGlu spleen mod: 5%; GAA inhib: 3%; GoLoco inh red: 2%; GLA spleen mod: 6%; JMJD2E inh: 4%; GAA glycogen: inconclusive; ALDH1A1 inh: 9%; SMN2 splice up: 6%

Results for CCCCCC1CC(CC(=O)NC(=S)Nc2ccccc2Cl)C(=O)O1 (configuration not stated) ?
aGlu spleen mod: 0%; GAA inhib: inconclusive; GoLoco inh red: -2%; GLA spleen mod: -6%; JMJD2E inh: 0%; GAA glycogen: -2%; ALDH1A1 inh: inconclusive

What do the screens show for `CCCCc1ccc(CC2S/C(=C(\C#N)C(=O)N3CCOCC3)N(c3ccccc3)C2=O)cc1` (configuration not stated)?
aGlu spleen mod: 2%; GAA inhib: -13%; GoLoco inh red: -4%; GLA spleen mod: 3%; JMJD2E inh: 14%; GAA glycogen: 0%; ALDH1A1 inh: -12%; SMN2 splice up: 23%

How did CCCS(=O)(=O)c1cn2cccc(N)c2c1S(=O)(=O)CCC do in these assays?
aGlu spleen mod: -4%; GAA inhib: -10%; GoLoco inh red: 1%; GLA spleen mod: 9%; JMJD2E inh: inconclusive; GAA glycogen: -4%; ALDH1A1 inh: inconclusive
